STAT3 activator: IL-6 driven STAT3 reporter potentiators, primary screen, U3A cells, luciferase, luminescence, MLSCN library. activation (% of control), % at 5.6 µM. IL-6 STAT3-luciferase reporter; 100% = signal with IL-6 EC80 alone. actives 0.91% (n = 190,000);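 active = activation above the screen-wide mean of compound activation plus 3 SD, cut at about 130% in these data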;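 note: 0% = background luminescence of wells with medium and substrate only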
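Material: STAT1-lacking human U3A cells, STAT3 luciferase reporter | Benchmarks: IL-6-only wells as 100% reference | Probe or stimulus: IL-6 (33 ng/mL) | Timing: Compound 1 h, then IL-6 6 h at 37 °C | Detection: Luminescence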
STAT1 inh: STAT1 signaling inhibitors, primary screen, cell-based, HTS, luciferase reporter; NIH 3T3 STAT1-luciferase reporter, IFN-gamma, luminescence; inhibition, % at 5.5 µM; actives 0.35% (n = 200,000);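 active = inhibition above a set limit, the mean inhibition across all tested compounds plus 3 SD, cut at about 34% in these data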;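 note: 0% = IFN-gamma with DMSO and 100% = IFN-gamma with 300 µM nifuroxazide; values of inactives mirror those of a sister screen read the other way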
RAM inhibit: inhibitors of the yeast RAM network, primary screen, dse1pr::URA3 reporter, 5-FOA selection | S. cerevisiae dse1pr::URA3 reporter, 5-FOA growth OD615, 2 d; analog-sensitive cbk1-as2 kinase mutant strain | inhibition, % at 50 µM | actives 1.8% (n = 190,000);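 active = inhibition above a set limit, 3 SD over mean compound inhibition, cut at about 8.4% in these data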;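 note: 0% = DMSO-only wells with no growth and 100% = 10 µM 1-NA-PP1 full growth; inhibition rescues growth on 5-FOA so higher OD means more RAM inhibition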
STAT3 inh: IL-6 driven STAT3 reporter inhibitors, primary screen, U3A cells, luciferase, luminescence, MLSCN library. actives 0.89% (n = 190,000). inhibition, % at 5.5 µM. IL-6 STAT3-luciferase reporter; host cell line lacks STAT1;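 active = inhibition above the mean inhibition across all screened compounds plus 3 SD, cut at about 44% in these data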;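 note: 0% = DMSO only wells and 100% = 100 µM nifuroxazide control wells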
NF-kB expr up: activators of NF-kB expression in neurons, primary screen, cell-based, HTS. fold change at 12.5 µM. AID 1239, 2008. actives 1.6% (n = 190,000). human neuronal cells, NF-kB reporter expression; active compounds read high; in the data active = fold change above about 3.3
APP transl inh: inhibitors of APP translation via 5'UTR reporter, primary screen, APP 5'UTR luciferase, SH-SY5Y cells; SH-SY5Y APP 5'UTR-luciferase reporter, luminescence; actives 0.82% (n = 190,000); inhibition, % at 2 µM;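 active = inhibition above a set limit, derived from the sample mean plus 3 SD, cut at about 45% in these data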; note: values of inactives mirror those of a sister screen read the other way
APP 5'UTR act: activators of APP 5'UTR luciferase reporter, primary screen, SH-SY5Y cells; SH-SY5Y APP 5'UTR luciferase reporter, luminescence; zero percent = DMSO vehicle wells; activation, % at 2 µM; actives 1% (n = 190,000);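 active = activation above a set limit, based on mean plus 3 SD of controls, cut at about 140% in these data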; note: values of inactives mirror those of a sister screen read the other way
FLuc inh counter: firefly luciferase enzyme inhibitors, primary screen, artefact control for luciferase-based inhibitor screens, biochemical, luminescence, ATPLite; Luciferin 4-monooxygenase (Photinus pyralis), P08659; 10 min; inhibition, % at 10 µM; actives 1.5% (n = 200,000); AID 1006, 2008;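 active = inhibition above about 50% when tested at 10 µM, limit read from the data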
Target sequence (P08659 whole entry, looked up): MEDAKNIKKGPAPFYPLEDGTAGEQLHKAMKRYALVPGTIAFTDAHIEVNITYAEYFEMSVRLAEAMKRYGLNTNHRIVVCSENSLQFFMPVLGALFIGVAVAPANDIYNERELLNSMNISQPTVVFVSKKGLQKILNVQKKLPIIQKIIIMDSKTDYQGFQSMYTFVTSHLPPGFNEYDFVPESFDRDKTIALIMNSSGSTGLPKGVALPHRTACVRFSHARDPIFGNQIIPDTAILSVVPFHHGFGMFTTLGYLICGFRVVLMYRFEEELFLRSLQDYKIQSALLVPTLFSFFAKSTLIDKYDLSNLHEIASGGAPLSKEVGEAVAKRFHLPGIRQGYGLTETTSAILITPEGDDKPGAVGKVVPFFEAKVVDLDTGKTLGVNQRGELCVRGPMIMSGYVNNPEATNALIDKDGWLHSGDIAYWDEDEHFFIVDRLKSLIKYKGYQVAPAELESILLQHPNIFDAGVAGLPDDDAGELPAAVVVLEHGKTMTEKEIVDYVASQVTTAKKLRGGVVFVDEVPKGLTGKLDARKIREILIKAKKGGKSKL
Hsp70 act: Hsp70 transcriptional activators, primary screen, cell-based, HeLa, Hsp70 promoter luciferase, luminescence, 10 µM | HeLa Hsp70 promoter luciferase reporter; scaled: vehicle 0, proteasome-inhibitor control 100% | activation, % at 10 µM | actives 0.04% (n = 200,000) | AID 1203, 2008;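 active = activation above the mean across all tested compounds plus 3 SD, cutoff set per campaign, cut at about 5.5% in these data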;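 note: 100% = MG132 at 30 µM as the positive control and 0% = DMSO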
STAT1 activator: STAT1 signaling activators, primary screen, cell-based, HTS, luciferase reporter. NIH 3T3 STAT1-luciferase reporter, IFN-gamma, luminescence; 100% = IFN-gamma alone, no compound. activation (% of control), % at 5.5 µM. actives 2.6% (n = 200,000);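 active = activation above the screen-wide mean activation plus 3 SD, cut at about 130% in these data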;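 note: raw ratio to IFN-gamma control signal so 100% means no change and 0% no light; values of inactives mirror those of a sister screen read the other way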
The depositor's hits bear a star.

`Fc1ccc(Nc2ccc(-c3ccc(F)cc3)nn2)cc1` gave STAT3 activator 97.7, STAT1 inh -44.7, RAM inhibit -0.1, STAT3 inh 9.6, NF-kB expr up 2.67, APP transl inh -81.0, APP 5'UTR act 81.0, FLuc inh counter 17.5, Hsp70 act 0.0 and STAT1 activator 139.3*.
`CS(=O)(=O)N1CCN(C(=O)c2cc(-c3ccccc3)nc3ccccc23)CC1` gave STAT3 activator 94.9, STAT1 inh -3.0, RAM inhibit -0.1, STAT3 inh 13.1, NF-kB expr up 0.95, APP transl inh 6.3, APP 5'UTR act -6.3, FLuc inh counter 10.7, Hsp70 act -0.4 and STAT1 activator 102.7.
`O=C(CCC(=O)Nc1ccc(F)cc1)N/N=C/c1ccc(O)cc1O` gave STAT3 activator 105.8, STAT1 inh -0.7, RAM inhibit 2.3, STAT3 inh 2.0, NF-kB expr up 1.2, APP transl inh 9.1, APP 5'UTR act -9.1, FLuc inh counter -2.2, Hsp70 act -0.1 and STAT1 activator 100.9.
Screening Cc1ccc(C(=O)OCC(=O)c2c[nH]c3ccccc23)cc1NC(=O)c1ccco1 returned STAT3 activator 108.1, STAT1 inh -9.9, RAM inhibit 5.2, STAT3 inh -4.0, APP transl inh -8.6, APP 5'UTR act 8.6, FLuc inh counter -5.2, Hsp70 act -0.1 and STAT1 activator 107.2.
Screening CCOC(=O)c1sc(NC(=S)NC(=O)c2ccccc2)nc1C returned STAT3 activator 131.1, STAT1 inh -29.2, RAM inhibit 2.1, STAT3 inh -35.8, NF-kB expr up 2.02, APP transl inh -86.0, APP 5'UTR act 86.0, FLuc inh counter 37.4, Hsp70 act -0.3 and STAT1 activator 125.6.
Screening CC12c3ccccc3C(c3ccccc31)C1C(=O)N(c3ccncc3)C(=O)C12 (stereo unspecified) returned STAT3 activator 105.7, STAT1 inh 2.4, RAM inhibit 1.0, STAT3 inh -4.3, NF-kB expr up 0.9, APP transl inh 11.2, APP 5'UTR act -11.2, FLuc inh counter -5.0, Hsp70 act -0.2 and STAT1 activator 96.1.
Screening CCSc1nc2sc3c(c2c(=O)n1CC)CC(C)(C)OC3 returned STAT3 activator 104.0, STAT1 inh 3.0, RAM inhibit 1.5, STAT3 inh 0.3, NF-kB expr up 0.73, APP transl inh 6.7, APP 5'UTR act -6.7, FLuc inh counter -5.4, Hsp70 act -0.3 and STAT1 activator 97.2.
CC(=O)Nc1ncc(Cc2cc(Cl)ccc2Cl)s1 was read as STAT3 activator 84.9, STAT1 inh 0.7, RAM inhibit 1.4, STAT3 inh 21.6, NF-kB expr up 1.15, APP transl inh -22.0, APP 5'UTR act 22.0, FLuc inh counter -4.3, Hsp70 act 0.0 and STAT1 activator 97.8.
For Cc1nc(N2CCN(Cc3ccccc3)CC2)c(C#N)c2c1COC(C)(C)C2 the results were STAT3 activator 92.0, STAT1 inh 8.9, RAM inhibit -1.3, STAT3 inh 12.8, NF-kB expr up 0.75, APP transl inh 12.5, APP 5'UTR act -12.5, FLuc inh counter -2.2, Hsp70 act -0.2 and STAT1 activator 91.8.
For O=C1C2C3c4ccccc4C(c4ccccc43)[C@@H]2c2nc3ccccc3n21 (stereo partly specified) the results were STAT3 activator 60.9, STAT1 inh -1.7, RAM inhibit 6.7, STAT3 inh 48.0*, NF-kB expr up 1.19, APP transl inh 1.4, APP 5'UTR act -1.4, FLuc inh counter -5.0, Hsp70 act -0.3 and STAT1 activator 101.6.
`CC(=O)c1c(COC(=O)c2ccccc2)nc2ccccc2[n+]1[O-]` gave STAT3 activator 99.5, STAT1 inh 2.6, RAM inhibit 1.3, STAT3 inh 6.5, NF-kB expr up 1, APP transl inh 3.1, APP 5'UTR act -3.1, FLuc inh counter -2.0, Hsp70 act -0.4 and STAT1 activator 97.6.
CCCC(=O)NC(=S)Nc1ccc(S(=O)(=O)Nc2ccc(OCC)cc2)cc1 was read as STAT3 activator 103.2, STAT1 inh 4.5, RAM inhibit 1.4, STAT3 inh -9.1, NF-kB expr up 0.91, APP transl inh 0.9, APP 5'UTR act -0.9, FLuc inh counter -6.5, Hsp70 act -0.4 and STAT1 activator 95.9.
`O=S(=O)(Nc1ccc(N=Nc2ccc(O)c3ccccc23)cc1)c1ccccc1` gave STAT3 activator 101.2, STAT1 inh 6.1, RAM inhibit 13.5*, STAT3 inh -4.1, NF-kB expr up 0.91, APP transl inh 13.3, APP 5'UTR act -13.3, FLuc inh counter 0.4, Hsp70 act -0.3 and STAT1 activator 94.6.
O=C1Nc2ccc(NS(=O)(=O)c3cccs3)c3cccc1c23 was read as STAT3 activator 80.2, STAT1 inh 1.6, RAM inhibit 3.1, STAT3 inh 25.0, NF-kB expr up 1.22, APP transl inh 1.9, APP 5'UTR act -1.9, FLuc inh counter -0.6, Hsp70 act -0.4 and STAT1 activator 98.6.
Screening CCCS(=O)(=O)N1CCC(C(=O)NCc2ccco2)CC1 returned STAT3 activator 94.9, STAT1 inh -2.1, RAM inhibit 2.2, STAT3 inh 12.1, NF-kB expr up 1.09, FLuc inh counter -5.5, Hsp70 act 0.8 and STAT1 activator 101.9.
COc1ccc(Nc2nc3ccc(OC)cc3s2)cc1 was read as STAT3 activator 94.6, STAT1 inh -31.5, RAM inhibit -0.8, STAT3 inh 10.9, NF-kB expr up 2.5, APP transl inh -39.0, APP 5'UTR act 39.0, FLuc inh counter 16.7, Hsp70 act 0.3 and STAT1 activator 129.5*.
For COc1ccc2[nH]c(=O)c(CN(C)C(=O)c3ccncc3)cc2c1 the results were STAT3 activator 103.0, STAT1 inh 0.5, RAM inhibit 1.5, STAT3 inh 3.8, NF-kB expr up 0.98, APP transl inh -6.0, APP 5'UTR act 6.0, FLuc inh counter -6.5, Hsp70 act 0.0 and STAT1 activator 99.6.
`O=C(c1ccccc1)N1CCN(c2n[nH]c(=O)[nH]c2=O)CC1` gave STAT3 activator 102.1, STAT1 inh 4.5, RAM inhibit 2.7, STAT3 inh -1.0, NF-kB expr up 1.1, APP transl inh -6.6, APP 5'UTR act 6.6, FLuc inh counter -3.3, Hsp70 act -0.2 and STAT1 activator 93.7.
For CC(=O)Nc1ccc(S(=O)(=O)Nc2nnc(C3CCCCC3)s2)cc1 the results were STAT3 activator 95.3, STAT1 inh 5.0, RAM inhibit 5.5, STAT3 inh 11.9, NF-kB expr up 1.09, APP transl inh 10.1, APP 5'UTR act -10.1, FLuc inh counter -19.2, Hsp70 act -0.4 and STAT1 activator 96.5.
For Cc1noc(C)c1S(=O)(=O)N1CCCC(C(=O)NCCc2ccccc2)C1 (stereo unspecified) the results were STAT3 activator 98.2, STAT1 inh 6.1, RAM inhibit 2.6, STAT3 inh 6.1, NF-kB expr up 1.12, APP transl inh 3.3, APP 5'UTR act -3.3, FLuc inh counter 4.1, Hsp70 act -0.5 and STAT1 activator 94.4.
O=C(N/N=C/c1cc(Br)ccc1O)c1ccccc1Cl was read as STAT3 activator 99.4, STAT1 inh -3.9, RAM inhibit 0.1, STAT3 inh 2.0, NF-kB expr up 1.82, APP transl inh 40.6, APP 5'UTR act -40.6, FLuc inh counter 7.8, Hsp70 act -0.4 and STAT1 activator 103.1.
Screening CCOC(=O)C1(Cc2ccc(OC)cc2)CCN(S(C)(=O)=O)CC1 returned STAT3 activator 103.5, STAT1 inh -16.7, RAM inhibit 2.2, STAT3 inh 1.2, NF-kB expr up 1.28, APP transl inh -3.1, APP 5'UTR act 3.1, FLuc inh counter -0.9, Hsp70 act 0.0 and STAT1 activator 114.2.
Screening COc1ccc(-c2nnc(-c3ccc(Br)o3)o2)cc1OC returned STAT3 activator 93.0, STAT1 inh -19.1, RAM inhibit 3.4, STAT3 inh 15.7, NF-kB expr up 1.3, APP transl inh -46.1, APP 5'UTR act 46.1, FLuc inh counter 9.8, Hsp70 act -0.2 and STAT1 activator 117.4.
`N#Cc1c(Cl)nsc1NN` gave STAT3 activator 96.3, STAT1 inh -15.7, RAM inhibit 1.5, STAT3 inh 6.4, NF-kB expr up 1.06, APP transl inh -48.7, APP 5'UTR act 48.7, FLuc inh counter 0.4, Hsp70 act -0.3 and STAT1 activator 111.9.
Screening CCOC(=O)/C(C#N)=C/c1cn(CCOc2ccc(OC)cc2)c2ccccc12 returned STAT3 activator 88.7, STAT1 inh 0.8, RAM inhibit 13.2*, STAT3 inh 16.4, NF-kB expr up 1.34, APP transl inh -23.7, APP 5'UTR act 23.7, FLuc inh counter -0.5, Hsp70 act -0.3 and STAT1 activator 99.3.
Screening O=C(CN1C(=O)NC2(CCSC2)C1=O)NCc1ccccc1 (stereo unspecified) returned STAT3 activator 105.3, STAT1 inh -2.4, RAM inhibit 2.5, STAT3 inh -0.8, NF-kB expr up 0.9, APP transl inh 12.7, APP 5'UTR act -12.7, FLuc inh counter -1.6, Hsp70 act -0.1 and STAT1 activator 100.9.
COc1ccc(CN2CC(C(=O)N3CCOCC3)CC2=O)cc1 (stereo unspecified) was read as STAT3 activator 95.9, STAT1 inh 0.7, RAM inhibit 0.5, STAT3 inh 5.0, NF-kB expr up 0.96, APP transl inh 12.8, APP 5'UTR act -12.8, FLuc inh counter -5.7, Hsp70 act -0.1 and STAT1 activator 104.9.
Screening O=C(CSc1nnc(-c2ccccc2)o1)NCC1CCCCC1 returned STAT3 activator 97.2, STAT1 inh 2.1, RAM inhibit 2.1, STAT3 inh 7.0, NF-kB expr up 1.03, APP transl inh 14.4, APP 5'UTR act -14.4, FLuc inh counter 0.6, Hsp70 act 0.1 and STAT1 activator 98.0.
Screening CS(=O)(=O)Nc1ccc(C(=O)Nc2ccccc2Cl)cc1 returned STAT3 activator 92.0, STAT1 inh -14.9, RAM inhibit 1.7, STAT3 inh 16.8, NF-kB expr up 0.94, APP transl inh -21.9, APP 5'UTR act 21.9, FLuc inh counter -3.9, Hsp70 act -0.2 and STAT1 activator 112.4.
Cc1ccc(C(=O)OC2=CC(=O)CC(C)(C)C2)cc1 was read as STAT3 activator 97.3, STAT1 inh 0.0, RAM inhibit -1.4, STAT3 inh 9.0, NF-kB expr up 0.94, APP transl inh -9.6, APP 5'UTR act 9.6, FLuc inh counter 3.7, Hsp70 act -0.1 and STAT1 activator 100.0.
`CC1=CC(=O)C=C(C)C1=NOc1ccc([N+](=O)[O-])cc1` gave STAT3 activator 106.1, STAT1 inh 3.6, RAM inhibit -1.1, STAT3 inh -2.1, NF-kB expr up 1.73, APP transl inh 14.8, APP 5'UTR act -14.8, FLuc inh counter -6.2, Hsp70 act -0.3 and STAT1 activator 96.5.
`CC(C)Cn1nnc2c(=O)oc3ccccc3c21` gave STAT3 activator 103.2, STAT1 inh -7.8, RAM inhibit 3.0, STAT3 inh -1.2, NF-kB expr up 1.09, APP transl inh 16.4, APP 5'UTR act -16.4, FLuc inh counter -4.4, Hsp70 act 0.1 and STAT1 activator 106.9.

Source: PubChem (several laboratories)
